# GPR151 activ = activates the human receptor GPR151. Q8TDV0. PathHunter beta-arrestin GPR151 cells, luminescence. activation, % at 11.2 µM. 650,000 compounds, 1% hits. AID 1508602; in the data active = activation above about 4.9%;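 note: 0% = median of compound wells and 100% = cells with positive control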
# Target sequence (Q8TDV0 whole entry, looked up): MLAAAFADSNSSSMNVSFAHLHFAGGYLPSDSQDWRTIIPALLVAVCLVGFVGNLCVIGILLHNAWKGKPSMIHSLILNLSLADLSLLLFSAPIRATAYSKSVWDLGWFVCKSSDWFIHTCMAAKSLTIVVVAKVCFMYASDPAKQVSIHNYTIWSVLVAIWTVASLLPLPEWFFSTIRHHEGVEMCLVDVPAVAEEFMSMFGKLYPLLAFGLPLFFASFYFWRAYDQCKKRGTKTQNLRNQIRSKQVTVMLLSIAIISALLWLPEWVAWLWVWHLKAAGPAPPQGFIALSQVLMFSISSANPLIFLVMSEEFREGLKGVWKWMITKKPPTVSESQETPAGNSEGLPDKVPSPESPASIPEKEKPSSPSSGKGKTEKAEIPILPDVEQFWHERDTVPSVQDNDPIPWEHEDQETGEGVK
# MITF inh = human MITF inhibition, primary screen; inhibition, % at 2.6 µM; O75030; AID 1259374; AlphaScreen MITF homodimerization, bead proximity signal; 650,000 compounds, 0.91% hits; in the data active = inhibition above about 50%;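 note: 0% = vehicle wells with protein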
# TEAD-YAP block = TEAD-YAP interaction inhibition | HEK-TIYL cells, TEAD-Gal4/YAP UAS-luciferase luminescence | inhibition, % at 9.12 µM | 640,000 compounds, 1.4% hits; in the data active = inhibition above about 32%;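 note: 0% = median of test compound wells and 100% = reference inhibitor wells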
# FBW7 act = activators of human E3 ligase FBW7; Q969H0; AlphaScreen FBW7–phospho-cyclin E peptide binding, activator screen; normalized activity (activation), % at 26.1 µM; 650,000 compounds, 0.13% hits; AID 1259310; in the data active = normalized activity above about 1.9%;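 note: purified mutant Fbw7 with reduced substrate affinity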
# Target sequence (Q969H0 whole entry, looked up): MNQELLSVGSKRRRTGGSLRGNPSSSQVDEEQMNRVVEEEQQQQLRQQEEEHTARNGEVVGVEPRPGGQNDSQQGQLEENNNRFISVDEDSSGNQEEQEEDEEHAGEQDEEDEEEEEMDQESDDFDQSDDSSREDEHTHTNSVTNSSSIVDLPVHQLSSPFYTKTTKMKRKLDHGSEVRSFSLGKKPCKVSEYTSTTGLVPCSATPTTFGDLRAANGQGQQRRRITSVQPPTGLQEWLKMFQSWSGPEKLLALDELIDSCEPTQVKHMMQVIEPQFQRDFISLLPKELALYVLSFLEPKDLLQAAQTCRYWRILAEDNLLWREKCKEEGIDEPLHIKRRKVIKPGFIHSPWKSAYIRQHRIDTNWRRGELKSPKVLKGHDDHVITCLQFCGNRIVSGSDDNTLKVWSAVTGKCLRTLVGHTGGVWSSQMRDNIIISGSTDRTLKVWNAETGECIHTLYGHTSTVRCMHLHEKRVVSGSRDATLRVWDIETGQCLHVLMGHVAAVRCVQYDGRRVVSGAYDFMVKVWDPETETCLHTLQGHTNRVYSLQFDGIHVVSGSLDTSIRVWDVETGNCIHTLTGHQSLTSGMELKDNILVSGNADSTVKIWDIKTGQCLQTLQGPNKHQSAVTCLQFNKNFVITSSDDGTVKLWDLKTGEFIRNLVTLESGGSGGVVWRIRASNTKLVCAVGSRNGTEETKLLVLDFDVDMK
# Active calls of the source: *.
canonical_smiles | GPR151 activ | MITF inh | TEAD-YAP block | FBW7 act
Oc1ccc(-c2nc3cnccn3c2NCC2CCCO2)cc1O (stereo not drawn) | 1.0 | 10 | -11 | 0.0
O=C(Nc1nnc(Cc2ccc(F)cc2)s1)C1CC1 | 0.2 | 9 | -2 | -0.1
O=C(OCC(=O)C12CC3CC(CC(C3)C1)C2)c1ccccc1O | -0.6 | 11 | 4 | 0.2
CCCCc1ccc(C2=N/C(=C\c3cc(Br)ccc3OC)C(=O)O2)cc1 | 1.1 | 12 | 1 | -0.1
CCOC(=O)C(C)Sc1nnc2c(n1)[nH]c1ccc(Cl)cc12 (stereo not drawn) | 0.6 | 7 | 3 | -0.4
COc1ccc2[nH]c(=O)c(CN(CCO)Cc3nnnn3Cc3ccccc3)cc2c1 | -0.1 | 0 | 3 | 0.0
Cc1nn(-c2ccccc2)c(-n2cccc2)c1C(=O)NCc1ccc2c(c1)OCO2 | 1.6 | 3 | -10 | 0.0
O=C(O)CC/C(=N/NC(=O)c1ccc(Cl)cc1)C(=O)O | -0.6 | 1 | -17 | -0.1
c1coc(CNc2nccn3c(-c4cccc5cccnc45)cnc23)c1 | -0.4 | 16 | -7 | 0.3
CC(NC(=O)c1ncoc1-c1ccccc1C(F)(F)F)c1ccccn1 (stereo not drawn) | 0.9 | 4 | -9 | -0.1
COc1ccc(/C=N\NC(=O)c2cc([N+](=O)[O-])cc([N+](=O)[O-])c2)cc1 | -0.5 | 9 | 4 | 0.1
COc1ccc(-c2oc(/N=C/N3CCN(C)CC3)c(C#N)c2-c2ccc(OC)cc2)cc1 | -0.1 | 4 | 11 | 0.3
Cn1c(=O)c2c(ncn2CCCNC2=CC(=O)CC(C)(C)C2)n(C)c1=O | -1.0 | -3 | 7 | -0.2
CCOc1ccc(C(=O)N2CCN=C2SCc2ccc(F)cc2)cc1 | -0.7 | 4 | 2 | 0.1
Cn1c(=O)c2nc(SCC(=O)O)n(Cc3ccc(Cl)cc3Cl)c2n(C)c1=O | 1.0 | 0 | -10 | 0.2
Cc1ccc(CCNC(=O)c2noc3c2COc2ccccc2-3)cc1 | 0.1 | -8 | -7 | 0.1
COc1cc(C(=O)Nc2cc3c(ccc4ccccc43)oc2=O)cc(OC)c1OC | -0.3 | 8 | 0 | 0.2
CC1CCCC(NS(=O)(=O)c2ccc3c(c2)CC(C)N3C(=O)C2CC2)C1C (stereo not drawn) | -0.8 | 11 | 12 | 0.7
COc1ccc2c(c1)-c1nc(NC(C)=O)sc1CC2 | 0.2 | 15 | 6 | 0.3
O=C(Cn1cnc(-c2ccccc2)cc1=O)c1ccccc1 | -0.4 | -5 | -43 | -0.1
CS(=O)(=O)CCC(C(=O)Nc1cccc2cccnc12)N1C(=O)c2ccccc2C1=O (stereo not drawn) | -0.3 | 9 | 0 | 0.3
CCn1c2ccccc2c2cc(CN3CCN(S(=O)(=O)CC)CC3)ccc21 | -1.1 | 53* | -2 | 0.0
O=C(O)COc1ccc(/C=C2/NC(=O)NC2=O)cc1Br | 1.4 | 3 | -3 | 0.0
O=C(CCCn1c2ccccc2c2cn[nH]c(=O)c21)NCCc1ccccc1 | -0.2 | -7 | -2 | 0.0
O=C1CC(c2ccccc2)CN1S(=O)(=O)c1ccccc1 (stereo not drawn) | 0.2 | 17 | 6 | 0.0
COc1ccc(/C=C2\SC(N3CCN(CCO)CC3)=NC2=O)c(OC)c1 | 1.1 | 11 | -11 | 0.7
O=C(c1ccc(Cl)cc1)N(Cc1ccco1)C1CCS(=O)(=O)C1 (stereo not drawn) | 0.9 | 0 | -6 | -0.2
Cc1cc(C)c(OCCOCCNC(C)C)c(C)c1 | 1.8 | 41 | -3 | -0.1
CCOC(=O)C1CCN(S(=O)(=O)c2ccc(-n3cccn3)cc2)CC1 | 0.6 | -24 | 5 | 0.1
Cc1ccc(Cl)cc1NC(=S)N(Cc1cccnc1)Cc1ccccc1Cl | 1.2 | -1 | 3 | -0.3
COc1cccc(NC(=O)c2sc3nc4c(c(-c5ccccc5Cl)c3c2N)CCC4)c1 | -0.2 | -2 | -16 | 0.2
N#C/C(=C\c1cccc([N+](=O)[O-])c1)C(=O)Nc1ccc(Cl)cc1 | -1.9 | 16 | 10 | 0.2
Cc1ccc(N2NC(=O)/C(=C/c3ccc(N(C)C)cc3)C2=O)cc1C | -1.1 | 0 | 1 | 0.0
O=C(Cn1ncc2c(=O)oc3ccccc3c21)NCCC1=CCCCC1 | -0.2 | 9 | -4 | 0.1
CC(=O)c1cccc(-c2cnc3c(N4CCN(C(=O)c5ccco5)CC4)nccn23)c1 | -0.1 | 12 | -33 | 0.7
Cc1cc(NCCc2ccccc2)nc(-c2ccccc2O)n1 | 0.4 | 82* | -21 | 0.2
O=C(c1ccc2c(c1)OCCO2)C1CCN(C(=S)NCc2ccco2)CC1 | -1.0 | -2 | -12 | 0.0
Cc1ccccc1-n1cnc2cc(Nc3nnc(-c4ccccc4)c4ccccc34)ccc21 | 0.7 | 13 | 0 | 0.0
CCc1ccc(CNC(=O)CC2C(=O)NCCN2Cc2ccc(OC)c(OC)c2)nc1 (stereo not drawn) | 0.1 | -6 | 2 | -0.1
CCc1nc2sc3c(c2c2nnnn12)CCCC3 | -0.5 | 14 | -5 | 0.2
CCOC(=O)C(NC(=O)c1ccc(N2CC3CC(C2)c2cccc(=O)n2C3)c(NC(=O)c2cccnc2)c1)C(=O)OCC (stereo not drawn) | -2.4 | 4 | 7 | 1.0
COc1cc2nc(Nc3nc4ccccc4n3C)nc(Nc3ccccc3)c2cc1OC | 1.9 | -12 | -26 | 0.1
CCC(=O)Nc1ccc(C(=O)COC(=O)/C=C/c2ccc3c(c2)OCO3)cc1 | 1.3 | -14 | -2 | -0.1
COc1ccc(OCCC(=O)NCc2ccccc2)cc1 | -1.5 | -4 | -3 | -0.2
CSCCC(NC(N)=O)C(=O)NCc1cccc(Cl)c1 (stereo not drawn) | 0.0 | 1 | -13 | 0.0
COc1ccc(Cl)cc1NC(=S)N(CCCN1CCC(C)CC1)Cc1cccs1 | -1.1 | -10 | 15 | -0.1
O=C(CN1CCCC1)Nc1ccc2c(c1)CCC2 | 0.0 | 8 | 7 | 1.5
O=C(NNC(=O)c1cccc2ccccc12)c1ccco1 | -0.1 | 2 | -1 | 0.1
COc1cccc(/C=N/NC(=O)c2ccccc2F)c1O | -4.3 | 30 | -31 | -0.2
CCCCOc1ccc(C(=O)N/C(=C\c2ccc(Br)cc2)C(=O)Nc2ccc(Cl)c([N+](=O)[O-])c2)cc1 | 1.0 | 5 | 14 | -0.1

# New compounds follow:
canonical_smiles | GPR151 activ | MITF inh | TEAD-YAP block | FBW7 act
Cn1c(=O)c2c(nc(Sc3nncn3Cc3ccccc3)n2C)n(C)c1=O | -1.6 | 14 | -1 | 0.1
Cc1ccc(C)c(OCCNS(=O)(=O)c2cc([N+](=O)[O-])ccc2C)c1 | -0.8 | 8 | -17 | 0.1
CC(C)C(=O)Nc1nc2c(ncn2C2OC(CO)C(O)C2O)c(=O)[nH]1 (stereo not drawn) | 3.0 | 4 | 6 | -0.1
Cc1ccc(CNC(=O)COc2ccc(C)nc2[N+](=O)[O-])cc1 | -1.8 | 2 | -2 | 0.8
CCC(C)CN1CCc2nnc(CNS(=O)(=O)c3ccccc3)n2CC1 (stereo not drawn) | 0.0 | 4 | 0 | -0.2
Cc1cccc(C)c1NC(=O)CC(NCCc1ccccc1)C(=O)O (stereo not drawn) | 4.9 | -2 | -2 | 0.0
CN(C)C(=O)c1ccc(N2CCC(NCc3csc(-c4cccs4)n3)CC2)cc1 | 1.0 | -2 | -7 | -0.1
COC(=O)c1ccc(N2C(=O)c3ccc(C(=O)Nc4ccccc4)cc3C2=O)cc1 | -0.6 | 14 | 0 | 0.0
COc1ccc(-n2nc3c(c2NC(=O)c2cc(Cl)ccc2[N+](=O)[O-])CS(=O)(=O)C3)cc1 | -2.0 | 20 | 8 | 0.1
CCC(Sc1nc2ncccc2[nH]1)C(=O)Nc1ccc(F)cc1 (stereo not drawn) | -2.4 | 17 | -2 | 0.3
Cc1ccccc1C1CC(=O)Nc2ccc3ccccc3c21 (stereo not drawn) | -1.8 | 1 | 38* | 0.1
Fc1ccccc1-c1nc(NCCc2ccccc2Cl)c2ccccc2n1 | -0.5 | -16 | 20 | 0.2
O=S1(=O)C=CC(Nc2cccc3ccccc23)C1 (stereo not drawn) | -1.3 | -8 | 33* | -0.1
Cc1nc2ccccc2c(=O)n1CC(=O)O | 1.4 | 7 | -5 | -0.1
O=S(=O)(Nc1ccc(CN2CCCCC2)cc1)c1ccc(-n2cccn2)cc1 | -0.5 | 9 | 3 | 0.2
COc1ccccc1CCNC(=O)c1cn(C)nn1 | 0.0 | 12 | 6 | 0.1
COc1ccccc1-c1cn(-c2ccc([N+](=O)[O-])cc2)nc1C | 0.2 | 7 | -2 | -0.2
COc1ccc(C)cc1S(=O)(=O)NCCc1ccc2c(c1)CCCN2C | 0.1 | 12 | -5 | -0.2
O=C(O)c1ccccc1NC(=O)C1CC=CCC1C(=O)O (stereo not drawn) | -0.5 | 6 | 7 | -0.1
CC(C)(C)c1ccc(S(=O)(=O)NCC(=O)N2CCN(Cc3ccccc3)CC2)cc1 | 0.1 | -6 | 10 | -0.2

# Reformatted field by field: 4 of the compounds above.
> O=S1(=O)C=CC(Nc2cccc3ccccc23)C1 (stereo not drawn)
- GPR151 activ = -1.3
- MITF inh = -8
- TEAD-YAP block = 33*
- FBW7 act = -0.1

> Cc1nc2ccccc2c(=O)n1CC(=O)O
- GPR151 activ = 1.4
- MITF inh = 7
- TEAD-YAP block = -5
- FBW7 act = -0.1

> O=S(=O)(Nc1ccc(CN2CCCCC2)cc1)c1ccc(-n2cccn2)cc1
- GPR151 activ = -0.5
- MITF inh = 9
- TEAD-YAP block = 3
- FBW7 act = 0.2

> COc1ccccc1CCNC(=O)c1cn(C)nn1
- GPR151 activ = 0.0
- MITF inh = 12
- TEAD-YAP block = 6
- FBW7 act = 0.1

# Going on with the list:
canonical_smiles | GPR151 activ | MITF inh | TEAD-YAP block | FBW7 act
CC(=O)Nc1ccc(Nc2nc(-c3ccc(NC(C)=O)cc3)cs2)cc1 | 4.2 | -1 | -7 | 0.2
COc1cccc(/C=C2\SC(=Nc3ccc4ccccc4c3)N(C3CCCCC3)C2=O)c1 | -1.0 | 15 | -4 | 0.1
O=C(c1nc2ccccn2c1CNCc1cc2cc(F)ccc2[nH]1)N1CCOCC1 | 0.3 | -17 | -6 | 0.0
CCOC(=O)N1CCC(n2c(SCC(=O)Nc3ccccc3C(=O)OC)nc3ccsc3c2=O)CC1 | 0.6 | 1 | -10 | 0.0
CC1CCCCN1CCNC(=O)c1ccc2c(c1)NC(=O)/C(=C/c1ccccc1)S2 (stereo not drawn) | -0.2 | 10 | 16 | 0.3
Clc1ccc(OCc2nc(-c3ccncc3)no2)cc1 | -1.4 | -4 | -41 | 0.2
OCCC1CN(Cc2cccn2-c2ccccn2)CCN1Cc1ccc(F)c(F)c1 (stereo not drawn) | -2.0 | 10 | 16 | 0.0
Nc1nc(Nc2ccc3c(c2)OCO3)cc(N2CCN(c3ccccn3)CC2)n1 | 0.7 | 19 | 2 | -0.2
COc1ccc(Cl)c2sc(NC(=O)c3ccc(F)cc3)nc12 | -0.1 | -7 | -5 | -0.1
N#CCSc1nc2ccccc2c(=O)n1CC1CCC(C(=O)NCc2ccccc2Cl)CC1 (stereo not drawn) | -0.5 | 2 | 5 | 0.0
Cc1ccc(OCCNC(C)(C)C)cc1 | -0.9 | 25 | -2 | -0.1
COc1cccc(NC(=S)NC(=O)/C=C/c2ccco2)c1 | 0.6 | 13 | -1 | 0.0
COc1ccc2nc(N3CCC(NCc4ccccc4F)CC3)nc(C)c2c1 | -0.5 | -8 | 10 | 0.6
CCOC(=O)c1cnc2nc(-c3ccc(Cl)cc3)[nH]n2c1=O | -0.1 | 0 | -7 | 0.0
CCCc1cc(=O)n2[nH]c(NCc3ccccc3OCC)nc2n1 | 0.5 | -8 | -6 | 0.0
COc1ccc(CNC(=O)CCCn2ncn3c(cc4occc43)c2=O)cc1 | 0.5 | 8 | 4 | -0.1
COc1ccc(/C(C)=N\NC(=O)CNC(=O)c2ccccc2Br)c(OC)c1 | 0.3 | -3 | 10 | 0.0
CCCCCc1ccc(-c2nc(-c3ccncc3)no2)cc1 | -2.1 | 5 | 3 | 0.6
CCC(NC(=O)CN(C)S(=O)(=O)c1ccc2c(c1)C(C)(C)C(=O)N2C)c1cccs1 (stereo not drawn) | -0.2 | 17 | 4 | 0.1
O=C(NCc1ccc(F)cc1)C(=O)Nc1ccc(F)cc1F | 1.3 | 0 | -7 | 0.1
Cc1oc2c(CN3CCCC3)c(O)ccc2c(=O)c1-c1nc2ccccc2s1 | 1.3 | 5 | 0 | -0.1
COc1ccc(CC(=O)NNC(=O)c2cccc(OC)c2)cc1 | 1.2 | -14 | 1 | 0.1
CN(C)c1ccc2c(c1)OC(N)=C(C#N)C2c1ccc(F)cc1 (stereo not drawn) | 0.6 | -8 | 3 | -0.1
COc1ccc(CCN2C(=S)N(c3ccc(F)cc3)C(=O)C2CC(=O)Nc2ccccc2)cc1 (stereo not drawn) | 2.0 | 6 | -4 | -0.2
O=C1CCCN1CCCNc1nc(N2CCN(c3ccccn3)CC2)nc2nc[nH]c12 | 0.8 | 12 | 3 | -0.1
COc1ccc(/C=N/NC(=O)c2ccccc2O)cc1Cn1cc([N+](=O)[O-])cn1 | -0.9 | 0 | -8 | 0.1
O=C1c2oc3ccc(Cl)cc3c(=O)c2C(c2cccnc2)N1Cc1ccccc1 (stereo not drawn) | -1.3 | 10 | 1 | 0.2
CC(=O)c1ccc(N2CCN(C(=O)c3cc(F)c(F)cc3Br)CC2)c(F)c1 | -1.3 | 19 | 2 | 0.0
O=c1[nH]c(/C=C/c2cccc3ccccc23)c([N+](=O)[O-])c(=O)[nH]1 | 3.3 | 2 | 4 | 0.0

# Bioassay records (PubChem)

# No enrichment for hits (roughly 3.4% active in at least one column).
